ABCB6 inh 2 – ABCB6 transporter inhibitors, primary screen, K562-ABCB6 cells, flow cytometry, MLPCN library | ATP-binding cassette sub-family B member 6 (Homo sapiens), Q9NP58 | K562-ABCB6 porphyrin accumulation, 1 h; active compounds read low | fluorescence ratio to DMSO, % at 10 µM | 360,000 tested, 0.19% active | AID 602162, 2011;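 active means fluorescence ratio to DMSO below 75%, the collection mean minus 3 SD; inconclusive means too few cells collected in the well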;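 further: signal is porphyrin accumulated inside mitochondria; 100% equals median channel fluorescence of DMSO control wells; lower ratio means ABCB6 inhibition with less porphyrin fluorescence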
PDI turbidity – inhibitors of human PDI, primary screen, biochemical, turbidity, single point, plate reader; AID 588391, 2011; inhibition, % at 10 µM; Protein disulfide-isomerase (Homo sapiens), P07237; 350,000 tested, 0.052% active; PDI insulin aggregation turbidity, A650, 90 min;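 active means mean inhibition across replicates of 30% or more, whatever share of single replicates reach that level; inconclusive means mean inhibition below 30% while every single replicate reaches 30%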;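 further: absorbance from insulin aggregation driven by PDI reduction with DTT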
Target sequence (P07237 whole entry, looked up): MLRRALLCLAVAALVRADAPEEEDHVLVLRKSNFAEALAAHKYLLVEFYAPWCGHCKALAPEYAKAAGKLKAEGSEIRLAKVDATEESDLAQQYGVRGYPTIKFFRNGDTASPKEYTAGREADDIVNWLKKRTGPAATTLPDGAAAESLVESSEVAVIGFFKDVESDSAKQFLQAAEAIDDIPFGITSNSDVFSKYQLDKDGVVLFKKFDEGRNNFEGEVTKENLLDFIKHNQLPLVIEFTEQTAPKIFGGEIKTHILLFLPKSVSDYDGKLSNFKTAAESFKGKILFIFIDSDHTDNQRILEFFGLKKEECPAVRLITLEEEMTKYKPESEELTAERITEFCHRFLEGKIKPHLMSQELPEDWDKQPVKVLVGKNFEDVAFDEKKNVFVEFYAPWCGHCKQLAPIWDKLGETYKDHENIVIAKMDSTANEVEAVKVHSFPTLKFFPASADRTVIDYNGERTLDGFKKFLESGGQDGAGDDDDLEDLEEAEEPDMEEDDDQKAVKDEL
H9c2 protect – cardioprotection against H2O2-induced cell death, primary screen, uHTS, H9c2 cells, ATPLite luminescence; 360,000 tested, 0.63% active; protection from H2O2 cell death, % at 20 µM; H9c2 cardiomyocytes, H2O2 injury protection, 2 h;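 active means compounds giving at least 50% protection of heart cells from peroxide-induced death in the single-dose screen, raw or plate-pattern-corrected value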;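 further: 0% = DMSO wells with peroxide and 100% = DMSO wells without peroxide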
MC4R ag barr – MC4R agonists recruiting beta-arrestin, primary screen, cell-based, luminescence, agonist arm of biased-ligand search. U2OS MC4R beta-arrestin complementation; percent of melanotan II response, DMSO zero. activation, % at 8.9 µM. Melanocortin receptor 4 (Homo sapiens), P32245. AID 540308, 2011. 360,000 tested, 0.98% active;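 active means activation above a per-plate cutoff, the mean activation of sample wells on that plate plus 3 SD, cut at about 8% in these data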
Target sequence (P32245 whole entry, looked up): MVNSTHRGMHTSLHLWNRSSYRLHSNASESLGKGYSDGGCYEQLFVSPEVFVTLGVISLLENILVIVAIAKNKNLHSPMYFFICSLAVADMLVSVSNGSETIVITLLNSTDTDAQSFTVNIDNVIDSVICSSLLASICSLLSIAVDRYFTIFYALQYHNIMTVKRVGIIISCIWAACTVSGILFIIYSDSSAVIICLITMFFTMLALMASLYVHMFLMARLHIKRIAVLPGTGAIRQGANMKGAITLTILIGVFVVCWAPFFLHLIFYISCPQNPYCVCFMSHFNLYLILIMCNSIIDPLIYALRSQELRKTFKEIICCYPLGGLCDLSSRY
ABHD5-PLIN5 inh – ABHD5-PLIN5 interaction inhibitors, primary screen, cell lysate, split luciferase complementation, luminescence; Perilipin-5 (Homo sapiens) + 1-acylglycerol-3-phosphate O-acyltransferase ABHD5 (Homo …; Split G. princeps luciferase complementation, 4 h; inhibition, % at 4 µM; 360,000 tested, 0.78% active;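 active means inhibition above the mean inhibition across every tested compound plus 3 SD, cut at about 22% in these data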;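 further: 0% = DMSO only wells and the 100% control is not disclosed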
MC4R antagonist – MC4R antagonists of cAMP signaling, primary screen, cell-based, TR-FRET, antagonist arm of biased-ligand search; Melanocortin receptor 4 (Homo sapiens), P32245; MC4R-expressing cells, MTII-stimulated cAMP, LANCE TR-FRET; inhibition, % at 6.5 µM; 360,000 tested, 0.48% active; AID 540295, 2011;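 active means inhibition above its plate's cutoff, the mean of tested wells on that plate plus 3 SD, cut at about 29% in these data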;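 further: 0% = Melanotan II alone and 100% = Melanotan II plus saturating MCL0020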
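system = U2OS cells with stable human MC4R expression | also added = Melanotan II challenge after compound preincubation | dosing = one concentration, 6.5 µM nominal | incubation = compound 30 min, challenge 1 h, detection 1 h | measured by = TR-FRET with Eu-cAMP and labeled anti-cAMP, 671 nm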
CaV13 ICDI inh – Disruptors of the CACNA1D IQ motif to Ca2+-dependent inactivation inhibitor domain association, primary screening, Förster resonance energy transfer in intact living …. HEK cells, CFP/YFP FRET ICDI-IQ, plate reader, 10 min; percent FRET-ratio fall versus neutral wells. inhibition, % at 12.3 µM. 340,000 tested, 0.098% active;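 active means mean replicate inhibition of at least 30% and at least 1% of replicates passing that level; inconclusive means only one of the two criteria is met; inactive means neither criterion is met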;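 further: 0% = median of the neutral control wells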
m5-HT2A agonist – mouse Htr2a agonists via beta-arrestin recruitment, primary screen, cell-based, luminescence; activation, % at 7.6 µM; CHO-K1 mHTR2A beta-arrestin complementation; percent of 30 µM serotonin response; 360,000 tested, 0.66% active;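 active means activation above a run cutoff, the mean activation of all tested compounds plus 3 SD, cut at about 14% in these data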;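 further: 0% = plate median of compound wells and 100% = 30 µM serotonin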
N-glyco inh – increase of ERlucT glycosylation luciferase signal, primary screen, N-linked glycosylation inhibitor project, D54 ERlucT cells, luminescence, set 2; 360,000 tested, 0.23% active; reporter increase, % at 12.5 µM; D54 ERlucT glycosylation luciferase reporter, 24 h; percent of 100 nM tunicamycin response;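 active means mean luciferase reporter signal, scaled so untreated is 0 and the glycosylation-blocking control 100, at or above a set limit in every replicate; inconclusive means mean reaches the limit but not every replicate does; inactive means mean below the limit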;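 further: luciferase carries N-glycosylation sites so blocking glycosylation raises the light; 0% = median of neutral control wells and 100% = median of 100 nM tunicamycin wells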
Exocytosis inh – LAMP-1 surface exposure blockers, TALL-104 cells – cell-based, flow cytometry, MLPCN library, primary screen. TALL-104 LAMP-1 surface exposure; cells stimulated with thapsigargin and PMA. inhibition, % at 10 µM. 360,000 tested, 0.66% active. AID 651702, 2012;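 active means inhibition above about 55%, limit read from the data; inconclusive means no clear call, values can overlap the other calls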
* hit, by the source's call; u = inconclusive; x = no result given.

Screens in order – ABCB6 inh 2, PDI turbidity, H9c2 protect, MC4R ag barr, ABHD5-PLIN5 inh, MC4R antagonist, CaV13 ICDI inh, m5-HT2A agonist, N-glyco inh, Exocytosis inh
1. O=C(OCCN1CCCCC1)c1cccc(Cl)c1
→ 100, -4, -4, -0.3, -2, 3, -1, -4, 1, 5
2. Cc1ccccc1-c1ccc(C(=O)Nc2cccc(F)c2)o1
→ 97, 4, -22, 0.3, 14, 0, -10, 6, 3, -4
3. O=C(Nc1ccc2c(c1)OCO2)c1c(F)cccc1F
→ 102, 0, 2, 1.5, 5, 12, x, -1, -1, 3
4. O=C(Nc1ccc(-c2nc3cc(Cl)ccc3o2)cc1)C1CCCO1 (centres undefined)
→ 94, -4, -15, -2.0, 4, 10, -6, -1, -12, 4
5. CCc1nc(SCC(=O)Nc2cccc(C(F)(F)F)c2)c2c(=O)n(C)c(=O)n(C)c2n1
→ 89, x, 10, 5.6, -3, 4, -5, 8, -6, -2
6. CCOC(=O)c1c(-c2ccc(C)o2)csc1NC(=O)CN1CCC(C(N)=O)CC1
→ 99, 4, 13, -0.8, 20, 2, -6, 0, -2, 1
7. O=C(COc1ccccc1[N+](=O)[O-])N/N=C/C=C/c1ccco1
→ 108, -8, 0, 0.0, 15, 2, -3, 2, 6, 1
8. O=C(CSCc1ccc(Cl)cc1)Nc1ccc(Br)cc1C(=O)O
→ 101, -6, -4, 0.7, -6, 7, -4, 2, 4, 12
9. Cc1ccc(S(C)(=O)=O)cc1C(=O)Nc1ccc(S(=O)(=O)Nc2nccs2)cc1
→ 93, -6, 4, -0.2, -9, -2, -5, -3, 1, 1
10. CS(=O)(=O)c1cc(N2CCOCC2)ccc1CNC[C@H]1O[C@@H](n2cnc3c(=O)[nH]c(N)nc32)[C@H](O)[C@@H]1O
→ 103, x, 1, x, -2, x, -5, -3, 2, 0
11. O=C(O)c1cc(=O)c2c(OCC(O)COc3cccc4oc(C(=O)O)cc(=O)c34)cccc2o1
→ 99, 4, -1, -0.8, 5, -5, -4, -5, u, -6
12. C[C@H](NC(N)=O)C(=O)N1CCN(S(=O)(=O)c2ccc3ccccc3c2)CC1
→ 96, -5, -2, -1.2, -4, 0, -2, -3, 3, 10
13. COc1cc(C)c(CN2CCN(C(=O)CCC(=O)c3ccc(C)s3)CC2)cc1OC
→ 99, -5, -9, -2.8, -8, 1, -11, 3, 3, -2
14. Cc1cc(C)n(-c2cc(=O)n(C)c(=O)n2C)n1
→ 86, 18, 2, -1.8, 1, -5, x, -3, 0, -7
15. COC(=O)c1cc2sccc2n1Cc1nc(-c2ccc(Cl)cc2)oc1C
→ 97, -5, -8, 0.3, 2, 14, -4, 2, 1, 1

Part of the list above, showing only ABHD5-PLIN5 inh and m5-HT2A agonist:
nr	SMILES	ABHD5-PLIN5 inh	m5-HT2A agonist
1	O=C(OCCN1CCCCC1)c1cccc(Cl)c1	-2	-4
2	Cc1ccccc1-c1ccc(C(=O)Nc2cccc(F)c2)o1	14	6
3	O=C(Nc1ccc2c(c1)OCO2)c1c(F)cccc1F	5	-1
4	O=C(Nc1ccc(-c2nc3cc(Cl)ccc3o2)cc1)C1CCCO1 (centres undefined)	4	-1
5	CCc1nc(SCC(=O)Nc2cccc(C(F)(F)F)c2)c2c(=O)n(C)c(=O)n(C)c2n1	-3	8
6	CCOC(=O)c1c(-c2ccc(C)o2)csc1NC(=O)CN1CCC(C(N)=O)CC1	20	0

(further entries)
Screens in order – ABCB6 inh 2, PDI turbidity, H9c2 protect, MC4R ag barr, ABHD5-PLIN5 inh, MC4R antagonist, CaV13 ICDI inh, m5-HT2A agonist, N-glyco inh, Exocytosis inh
16. O=[N+]([O-])c1ccccc1CSc1nnc2ccccn12
→ 90, 0, 9, -1.8, -1, -5, -7, 1, 0, 4
17. Cc1cc(N/N=C/c2ccccc2)nc(NCc2ccccc2)n1
→ 96, -4, -20, -0.6, 4, 8, x, -10, -3, 1
18. COc1ccc(NC(=O)C2CCCN(S(=O)(=O)c3ccc4c(c3)oc(=O)n4C)C2)cc1OC (centres undefined)
→ 92, -12, 16, -0.3, 2, 2, -6, 4, -1, -10
19. C/C(=N/NC(=O)c1ccc(Br)o1)c1ccc(C)o1
→ 95, -3, 2, -2.4, 6, 8, -5, 0, -1, -5
20. Cc1ccc(N2CCN(S(=O)(=O)c3ccc(Cl)s3)CC2C)cc1 (centres undefined)
→ 97, -9, -6, 0.4, -9, -3, -6, 3, -3, 0
21. O=C(NCCCCCCNC(=O)C1CCCC1)C1CCCC1
→ 89, -2, 7, 0.7, -4, -2, -4, 0, 1, 0
22. O=[N+]([O-])c1cccnc1N1CCCCC1
→ 99, 3, -2, -0.2, 1, -7, -8, 4, 2, -2
23. CCOc1ccc(CN(CC)C(=O)c2ccc3c(c2)[nH]c(=O)c(=O)n3CC)cc1OC
→ 99, 4, 3, 0.7, 2, 9, -2, -2, 0, -13
24. C/C(=N\NC(=O)c1ccc(NS(=O)(=O)c2cccs2)cc1)c1cccs1
→ 95, 0, -2, -0.3, -9, 13, -3, -1, 0, -3
25. Cc1cccc(N2C(=O)C3CCC(c4ccccc4)CC3C2=O)c1 (centres undefined)
→ 101, -1, -11, 2.1, 2, 7, -3, 3, -1, 1
26. CN1C(=O)C2(C(C#N)=C(N)N(c3cc(Cl)cc(Cl)c3)C3=C2C(=O)CCC3)c2ccccc21 (centres undefined)
→ 104, -11, -1, 0.8, -1, 7, x, 9, 1, 1
27. CN(C)Cc1ccccc1Sc1ccc(Br)cc1
→ 97, -9, 0, 4.8, 1, -5, -8, -8, -1, -5
28. CCOc1cc(/C=C2\C(=N)N3N=CSC3=NC2=O)ccc1OS(=O)(=O)c1ccccc1
→ 94, 13, 8, -0.8, 0, 6, -6, 2, -1, 2
29. CSc1nc(-c2ccccc2)nn1C(=O)c1ccco1
→ 95, 5, 15, -0.6, 2, -4, -5, 0, 2, -1
30. CCCN1CCC(=O)N(CCSc2ccc(NC(C)=O)cc2)CC1
→ 101, 1, 7, -1.3, 4, 9, -11, -4, 0, 14
31. Cc1ccsc1C(=CCCN1CCC[C@@H](C(=O)O)C1)c1sccc1C
→ 99, 6, -17, -1.6, 3, 8, -5, 2, 1, 2
32. CCN(CC)S(=O)(=O)c1ccc(N2CCOCC2)c(NC(=O)c2ccc3c(c2)OCCO3)c1
→ 99, -5, 15, -3.1, 5, 20, -6, 3, 0, 3
33. CC(=O)N1CCOc2ccc(S(=O)(=O)NCC3CCC(C(=O)Nc4ccc(C)cn4)CC3)cc21 (centres undefined)
→ 97, -13, -6, -4.1, 3, 7, -3, 1, -6, -2
34. O=C(O)c1ccc(C(=O)Nc2cccc3ccccc23)c(C(=O)O)c1
→ 104, -1, -14, -1.4, -12, 12, -15, -1, 4, 12
35. CCOC(=O)N1CCN(C(=O)CNC(=O)c2ccc(Cl)cc2Cl)CC1
→ 100, -3, 2, -0.3, 12, 4, -2, -2, 0, -5
36. N#Cc1cccc2c1-c1ccccc1/C2=N/NC(N)=O
→ 98, 1, 56*, 0.0, 9, -9, x, -2, 25, 2
37. Cc1cn2c(-c3ccncc3)nnc2s1
→ 90, 0, 8, -0.4, -7, 7, -5, -1, 2, 0
38. C[C@H](NC(=O)OCc1ccccc1)C(=O)N[C@@H](Cc1c[nH]c2ccccc12)C(=O)O
→ 93, 3, 6, -2.1, 4, -5, -6, -1, 1, -2
39. Cc1cccc(C(=O)OCc2cc3ccccc3[nH]c2=O)c1
→ 76, 3, -14, -1.1, -4, 6, -4, -5, -1, -1
40. C[C@H](NS(=O)(=O)c1ccc(Cl)cc1)C(=O)OCC(=O)c1ccc[nH]1
→ 102, -2, -7, 6.6, 4, -4, -4, 1, 1, -9
41. COCC(=O)N(C)C[C@H]1Oc2ncc(C#C[C@H](C)O)cc2C(=O)N([C@@H](C)CO)C[C@H]1C
→ 102, 0, 0, -0.3, 10, 17, -8, 4, 3, 2
42. CCOc1ccc2nc(-c3ccccc3)[nH]c2c1
→ 98, -22, -6, -0.2, -2, -15, -7, -2, 0, -1
43. Cc1cc(C(=O)N2CCN(c3ncccn3)CC2)nn1C
→ 108, -12, 2, -1.0, 7, 6, -4, -1, 2, 2
44. COc1cccc(NC(=O)CN(C)C(=O)c2cc(S(=O)(=O)N3CCCCC3)ccc2Cl)c1
→ 98, 2, -8, 1.0, -4, 19, -2, 2, 0, -4
45. CCn1cc(C(=O)N2CCN(c3ccc(OC)cc3)CC2)c(=O)c2cc(S(=O)(=O)N3CCOCC3)ccc21
→ 99, -3, -2, -1.3, 7, 9, -7, 1, 0, 0
46. O=C(c1ccco1)N1CCN(C(=O)c2ccc(COc3ccc(Cl)cc3Cl)o2)CC1
→ 100, -17, 13, 1.4, 1, -4, -6, 6, -1, 3

By substructure: the entries above containing fluorine
Screens in order – ABCB6 inh 2, PDI turbidity, H9c2 protect, MC4R ag barr, ABHD5-PLIN5 inh, MC4R antagonist, CaV13 ICDI inh, m5-HT2A agonist, N-glyco inh, Exocytosis inh
2. Cc1ccccc1-c1ccc(C(=O)Nc2cccc(F)c2)o1
→ 97, 4, -22, 0.3, 14, 0, -10, 6, 3, -4
3. O=C(Nc1ccc2c(c1)OCO2)c1c(F)cccc1F
→ 102, 0, 2, 1.5, 5, 12, x, -1, -1, 3
5. CCc1nc(SCC(=O)Nc2cccc(C(F)(F)F)c2)c2c(=O)n(C)c(=O)n(C)c2n1
→ 89, x, 10, 5.6, -3, 4, -5, 8, -6, -2

Source: PubChem
